M. tuberculosis: growth inhibition of non-replicating M. tuberculosis (AID 488890) | Mycobacterium tuberculosis non-replicating, growth inhibition; higher % means a stronger effect | inhibition, % at 25 µM; hits with a dose series show IC50 in µM | actives 0.39% (n = 320,000); in the data active means a potency from the dose series; inconclusive means inhibition mostly from about 82% at the one dose, without a potency; inactive means the rest, 99 in 100 with inhibition below about 76%;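 further: plate controls were DMSO cells for no effect and high antibiotic wells for full effect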
inhibitors of VEEV: inhibitors of VEEV TC-83 cytopathic effect, confirmation, Vero cells (AID 588727) | inhibition, % at 20 µM, or IC50 in µM where a hit was titrated | Vero cells, VEEV TC-83 cytopathic effect inhibition; higher % means a stronger effect | actives 0.13% (n = 350,000); in the data active means a potency from the dose series; inconclusive means inhibition mostly from about 14% at the one dose, without a potency; inactive means the rest, 99 in 100 with inhibition below about 12%; further: strong numbers were not always called active
PhoP GFP inhibition: PhoP regulon inhibitors, Salmonella typhi PhoP promoter GFP reporter, confirmatory (AID 1850). actives 0.33% (n = 310,000). inhibition, % at 50 µM, or IC50 in µM where a hit was titrated. Salmonella Typhi PhoP-promoter GFP reporter, fluorescence, 4 h; higher % means a stronger effect; in the data active means a potency from the dose series; inconclusive means inhibition mostly from about 25% at the one dose, without a potency; inactive means the rest, 99 in 100 with inhibition below about 19%;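 further: 0% = induced wells with vehicle and 100% = uninduced wells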
M. tuberculosis HTS: M. tuberculosis growth inhibition, HTS (AID 449762) | M. tuberculosis H37Rv growth inhibition, 7H9 media; higher % means a stronger effect | one-dose inhibition, % at 25 µM; IC50 in µM for titrated hits | actives 0.59% (n = 330,000); in the data active means a potency from the dose series; inconclusive means inhibition above about 70% without an active follow-up result;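 further: bacterial growth assessed after seven days of incubation; strong numbers were not always called active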
influenza NS1A: NS1A inhibition, H1N1 influenza, cell based functional assay (AID 504329); NS1A functional cell-based assay, percent inhibition; higher % means a stronger effect; inhibition, % at 12.5 µM, or IC50 in µM where a hit was titrated; actives 0.3% (n = 340,000); in the data active means a potency from the dose series; inconclusive means inhibition above about 27% without an active follow-up result; further: strong numbers were not always called active
inhibitors of VEEV 10K pilot screen: further read-out of inhibitors of VEEV, marked with its call; inhibition, %; measured here: 10K pilot screen inhibition
Active calls of the source: *; i = inactive; u = inconclusive; x = not tested or not shown.

SMILES | M. tuberculosis | inhibitors of VEEV | PhoP GFP inhibition | M. tuberculosis HTS | influenza NS1A | others
COc1ccc(N2CCN(C(=O)CCNS(=O)(=O)c3ccccc3)CC2)cc1 | 2% | 0.9% | 0% | -2% | -4%
COc1cc(CC(=O)Nc2nc(C)cs2)cc(OC)c1OC | 7% | 0.3% | 3% | -7% | 8%
CCOc1ccc(OCC)c(-c2c(=O)n(OCc3ccccc3Br)c3ccccc3[n+]2[O-])c1 | 16% | i | 6% | 2% | 11%
CC(=O)C[C@@H](O)CC(=O)[C@@H]1OC(=O)CC/C=C\Cc2ccccc21 | -11% | 0.3% | x | 9% | 11% | inhibitors of VEEV 10K pilot screen=0.3
COc1ccc(/C=C/C(=O)NCCSCc2ccco2)cc1OC | 7% | 1.1% | -1% | -4% | 5%
CCn1nnnc1NCc1ccc(OCc2ccc(F)cc2Cl)c(OC)c1 | 20% | 3.1% | -3% | -8% | 1%
C#CCO[C@@H]1C[C@H](n2ccc(NC(=O)c3ccccc3)nc2=O)O[C@@H]1CO | -1% | 1.4% | 3% | 1% | -10%
CCOc1ccc(C(=O)NN2CCOCC2)cc1 | -1% | 1.8% | -2% | 0% | 26%
Cc1nc2nc(-c3cccnc3)[nH]n2c(=O)c1C | 0% | 3.3% | -12% | -7% | 11%
CCSCCOC(=O)C1=C(C)NC2=C(C(=O)CCC2)C1c1coc2ccccc2c1=O (centres undefined) | 25% | 6.5% | -9% | 2% | 9%

Part of the list above in order of molar mass, descending.
SMILES | M. tuberculosis | inhibitors of VEEV | PhoP GFP inhibition | M. tuberculosis HTS | influenza NS1A | others
COc1ccc(N2CCN(C(=O)CCNS(=O)(=O)c3ccccc3)CC2)cc1 | 2% | 0.9% | 0% | -2% | -4%
CCn1nnnc1NCc1ccc(OCc2ccc(F)cc2Cl)c(OC)c1 | 20% | 3.1% | -3% | -8% | 1%
CC(=O)C[C@@H](O)CC(=O)[C@@H]1OC(=O)CC/C=C\Cc2ccccc21 | -11% | 0.3% | x | 9% | 11% | inhibitors of VEEV 10K pilot screen=0.3
Cc1nc2nc(-c3cccnc3)[nH]n2c(=O)c1C | 0% | 3.3% | -12% | -7% | 11%

(continued)
SMILES | M. tuberculosis | inhibitors of VEEV | PhoP GFP inhibition | M. tuberculosis HTS | influenza NS1A | others
Cc1cccc(OCC(=O)OC2CCN(C)CC2)c1 | -6% | 1.1% | -3% | 2% | -11%
Cc1ccc(C(=O)CSc2nnc3c4ccccc4nc(Cc4ccccc4)n23)cc1 | -36% | 1.6% | 0% | 4% | 14%
Cc1cc(C)c(-c2noc(C(=O)OC(C)(C)C)c2C(=O)OC(C)(C)C)c(C)c1 | -6% | 0.4% | -11% | -8% | -5%
CN(C)c1ccc(/C=N/NC(=O)c2nnn(-c3nonc3N)c2CN(C)c2ccccc2)cc1 | 4% | i | -34% | 3% | 0%
Cc1ccsc1/C=C/c1ccc2cccc(O)c2n1 | u | 9.1% | -5% | u | -16%
CCOc1ccc(NC(=O)C(C)SC(N)=O)cc1 (centres undefined) | 22% | 1.3% | 17% | 7% | -6%
COc1ccc(CN(C)C(=O)C2CCN(C(=O)Nc3ccccc3)CC2)cc1OC | -7% | i | x | -6% | -2%
Cc1ccc(C(=O)N/C(=C/c2ccc(-c3ccc(Br)cc3)o2)C(=O)NC2CCS(=O)(=O)C2)cc1 (centres undefined) | -27% | 0.8% | 6% | -2% | 1%
CCOC(=O)C1CCCN(c2cc(=O)n(-c3ccccc3Cl)c(=O)[nH]2)C1 (centres undefined) | -12% | 4.3% | -1% | -9% | -1%
CCOC(=O)C1=C(CNC(C)(C)CC(C)(C)C)NC(=O)NC1c1cccc([N+](=O)[O-])c1 (centres undefined) | 31% | 0.6% | 14% | -6% | -11%
CC(=O)Nc1ccc(NC(=O)CSc2nc3ccccc3nc2N2CCC(C)CC2)cc1 | 3% | 2.7% | -23% | 6% | 4%
O=C(Nc1c(-c2ccccc2)nc2ccccn12)c1cccs1 | -15% | i | -9% | -1% | -6%
CCCC(=O)NC(C)c1nc2ccccc2n1C(C)C (centres undefined) | -21% | i | -8% | -18% | 3%
COc1ccc(-c2cc(C(=O)N3CCN(c4ccccc4O)CC3)c3ccccc3n2)cc1OC | 24% | 8.2% | -5% | u | -6%
Cc1ccc(CN2CCC(n3nccc3NC(=O)C3CCOC3)CC2)cc1C (centres undefined) | -8% | 1.9% | -6% | 6% | 1%
COc1ccc(NS(=O)(=O)c2ccc(N3CCCC3)c(N)c2)cc1 | 18% | i | 8% | -5% | 17%
CCN1CCc2c(OCc3ccc(C(=O)OC)o3)cccc2C1=O | -15% | 1.1% | 8% | 4% | 2%
COc1ccc(S(=O)(=O)Nc2ccc(N(C)C(C)=O)cc2)cc1 | 2% | 3.9% | -9% | -3% | -10%
O=C1C(=O)N(Cc2ccccc2)C(c2cccc(O)c2)/C1=C(\O)c1ccc2c(c1)OCCO2 (centres undefined) | 14% | 3.6% | 6% | 3% | 1%
COc1ccc(Oc2ccc(N/C=C/C(=O)C(C)(C)C)cc2)cc1 | 71% | 1.8% | -4% | 93% | 0%
Cc1ccc(S(=O)(=O)N(C)C)cc1NC(=O)c1ccc2ccccc2n1 | 6% | 1.0% | 0% | 1% | 12%
O=c1nc(Nc2ccc(OCc3ccccc3)cc2)sc2ncccc12 | 25% | 2.9µM* | 18% | -7% | 9%
CCOC(=O)C(CC)Sc1ccc2nnc(CCNS(=O)(=O)c3ccccc3)n2n1 (centres undefined) | 1% | i | 1% | 0% | 1%
COc1cc(OC)cc(C(=O)NNC(=O)CCOc2ccccc2OC)c1 | -11% | 2.3% | x | 4% | -8%
COc1ccc(NC(=O)NNC(=O)COc2cc(C)c(Cl)c(C)c2)c(OC)c1 | -24% | 1.9% | -9% | -6% | 9%
CCSc1n[nH]c(=O)[nH]c1=O | -3% | 5.3% | 7% | -7% | 10% | inhibitors of VEEV 10K pilot screen=0.0
Cc1ccc2nc(-c3ccc4c(c3)OCCO4)cc(C(=O)O)c2c1 | 24% | i | -7% | 11% | 0%
COc1ccc(Cl)cc1N(CC(=O)NC(C(C)C)C(C)C)S(C)(=O)=O | -10% | 0.6% | -3% | 4% | -2%
O=C(Cc1ccccc1)Nc1nc(=O)c2ccccc2s1 | -4% | 1.8% | 5% | -3% | -7%
CCCCn1c(=O)nc2n(-c3ccc(C)cc3)c3ccccc3cc-2c1=O | 4% | 0.2% | -8% | 12% | -6% | inhibitors of VEEV 10K pilot screen=1.9
Cc1cccc(NC(=S)NC23CN4CN(CN(C4)C2)C3)c1 | -6% | 0.2% | 2% | -5% | 1%
C=CCC[C@@H](Cc1ccc(F)cc1)C(=O)OC[C@@H](NC(=O)[C@@H](CC=C)CC(=O)N[C@@H](CO)Cc1ccccc1)C(C)(C)C | 15% | 0.7% | x | 2% | 2%
CN(C)c1ncnc2[nH]ncc12 | x | 2.4% | x | x | 10%
Nc1cc(C(=O)OCC(=O)NC(c2ccccc2)c2ccccc2)ccc1Cl | -20% | 0.7% | 2% | -11% | -9%
Cc1cccc(NC(=O)c2ccc([N+](=O)[O-])o2)c1C | 6.4µM* | i | -7% | u | 6%
CC(C)N1CCN(Cc2coc3ccccc3c2=O)CC1CCO (centres undefined) | 3% | i | -2% | 6% | 6%
N#Cc1c(N)n(C2OC(CO)C(O)C2O)c2ncnc(N)c12 (centres undefined) | x | 5.6% | x | x | -21%
CC(C)Sc1nc2c(c(=O)n(C)c(=O)n2C)n1Cc1ccc(Cl)cc1 | 13% | 4.5% | 1% | 14% | -5%
COc1cc(CNc2ccccc2Oc2cc(=O)n(C)c(=O)n2C)cc(OC)c1OC | x | 6.1% | -2% | -8% | 11%
S=c1[nH]c2ccccc2n1CCOc1ccccc1 | 15% | i | -6% | 11% | -7%
C=CCSC1=C(C#N)C(c2ccccc2)CC(=O)N1 (centres undefined) | 6% | 1.6% | -10% | -5% | -3%
Cc1c(/C(O)=C2\C(=O)C(=O)N(CCCN(C)C)C2c2ccccc2)cnn1-c1ccccc1 (centres undefined) | x | 1.4% | x | x | 1%
CCCCCCNc1nc(OC)nc(N2CC3CC(C2)c2cccc(=O)n2C3)n1 (centres undefined) | x | 0.6% | -10% | 7% | 10%
CC(C)C(=O)Nc1ccc(Br)cc1Cl | -5% | 0.5% | -9% | -5% | 3%
Cc1c(C(=O)O)cnc2cc(-c3ccc(Cl)cc3)nn12 | x | 1.3% | -1% | 1% | 1%
COC(=O)c1cc(S(=O)(=O)N2CCN(c3ccc(OC)cc3)CC2)cn1C | -15% | 0.3% | 4% | -12% | 7%
Cc1snc(SCc2c(F)cccc2Cl)c1C#N | -3% | 0.3% | -2% | -3% | -6%
COc1ccc(CCCc2nnc(SCC(=O)Nc3ccc(C)c(C)c3)o2)cc1 | 51% | 0.2% | 3% | 57% | 0%
Cc1nc(NC(=O)CSc2nnnn2C)sc1C | 7% | 4.0% | -16% | -6% | 5%
Cc1noc(C)c1C(=O)Nc1nccs1 | 1% | 2.5% | -7% | -5% | 1%

Later entries
SMILES | M. tuberculosis | inhibitors of VEEV | PhoP GFP inhibition | M. tuberculosis HTS | influenza NS1A | others
Cc1ccc(-c2csc3ncnc(Sc4nnc(CN5CCCCCC5=O)o4)c23)cc1 | 59% | 14% | -7% | u | 9%
Cc1nc2cc(NC(=O)CS(=O)(=O)c3ccccc3)ccc2s1 | -4% | 0.5% | 16% | -13% | 10%
CCC1=C(OC(=O)N(CC)CC)N2C(=O)OC(=NCCc3c[nH]c4ccccc34)[C@]2(C)[C@H]2C1=CC[C@H]1C(=O)NC(=O)[C@H]12 | 0% | 0.2% | 4% | -1% | -4% | inhibitors of VEEV 10K pilot screen=1.0
CCN(CC)C(=O)c1sc(NC(=O)C(Sc2ccccc2)c2ccccc2)c(C(=O)OC(C)C)c1C (centres undefined) | 16% | 4.5% | -2% | 4% | 1%
CC1CCN(c2ccccc2N)CC1 | 24% | 1.5% | -9% | -9% | 1%
COc1cc(/C=C/C(=O)N2CC(C)OC(C)C2)cc(OC)c1OC (centres undefined) | 2% | 2.2% | -5% | -5% | -3%
Cc1cc(OCC(=O)Nc2c(C)n(C)n(-c3ccccc3)c2=O)ccc1[N+](=O)[O-] | -5% | 0.2% | 2% | -1% | -3%
Cc1ccc(OCC(=O)OCC(=O)c2ccccc2)cc1C | x | 3.3% | -11% | -4% | -9%
CC(C)c1ccc(S(=O)(=O)N2CCC3(CC2)OCCO3)cc1 | -4% | 6.0% | 0% | -12% | -2%
O=C(O)CCC(=O)N1CN2CN(C(=O)CCC(=O)O)CC([N+](=O)[O-])(C2)C1 | -2% | 2.9% | 5% | -3% | -7%

By substructure: those above with a COOH group (3)
SMILES | M. tuberculosis | inhibitors of VEEV | PhoP GFP inhibition | M. tuberculosis HTS | influenza NS1A | others
Cc1ccc2nc(-c3ccc4c(c3)OCCO4)cc(C(=O)O)c2c1 | 24% | i | -7% | 11% | 0%
Cc1c(C(=O)O)cnc2cc(-c3ccc(Cl)cc3)nn12 | x | 1.3% | -1% | 1% | 1%
O=C(O)CCC(=O)N1CN2CN(C(=O)CCC(=O)O)CC([N+](=O)[O-])(C2)C1 | -2% | 2.9% | 5% | -3% | -7%

More entries follow.
SMILES | M. tuberculosis | inhibitors of VEEV | PhoP GFP inhibition | M. tuberculosis HTS | influenza NS1A | others
COc1ccc(NC(=O)NNC(=O)c2ccc(-c3ccccc3)cc2)cc1 | -7% | 0.9% | -7% | -10% | -7%
CC(=O)C1=C(O)CC(c2ccccc2)CC1=NCCc1ccccc1 (centres undefined) | 26% | 5.3% | -6% | 3% | -7%
Nc1ccc(-c2nc3ncccc3o2)cc1 | -11% | i | -8% | 3% | 0%
O=C(NCC(c1ccco1)N1CCN(c2ccc(F)cc2)CC1)OCc1ccccc1 (centres undefined) | 18% | 0.3% | -3% | 4% | 2%
O=C(O)C1C2CC3C(OC(=O)C31)C2Cl (centres undefined) | -9% | i | -2% | 2% | -6%
Cn1c(CNC(=O)c2ccco2)nnc1SCC(=O)N1CCN(c2ccccc2F)CC1 | -12% | 0.5% | -1% | 7% | 0%
CC(=O)Nc1ccc2nc(NC(=O)CS(=O)(=O)c3ccccc3)sc2c1 | -19% | 1.1% | -1% | -1% | -11%
O=C(O)c1ccccc1S(=O)(=O)c1ccccc1CO | 2% | 0.5% | 2% | -3% | 3%
COc1ccc(/C=C/c2c(-c3ccc(OC)cc3)oc3ccccc23)cc1 | -2% | 0.0% | 12% | -5% | -30% | inhibitors of VEEV 10K pilot screen=0.4
COc1ccc(COC(=O)C2CCN(S(=O)(=O)c3ccc(Cl)cc3)CC2)cc1 | 13% | 5.0% | 3% | 7% | -5%
CC(=O)N1CCc2cc(S(=O)(=O)N3CCCCCC3)ccc21 | 7% | i | -4% | 1% | 10%
